NCI-60 one-dose screen, 48 h, at 10 µM unless noted. Numbers give growth in % (100 = growth as untreated, 0 = no growth, -100 = all killed).
HOP-62 – HOP-62 NSCLC. hit rate 3.9% among 80,000. AID 1794735
HOP-92 – HOP-92 NSCLC cells. hit rate 6.3% among 71,000
CCRF-CEM – CCRF-CEM leukemia; hit rate 7% among 77,000
A549/ATCC – A549/ATCC NSCLC; hit rate 3.7% among 81,000
MOLT-4 – MOLT-4 leukemia cells | hit rate 6.9% among 80,000 | AID 1794779
RPMI-8226 – RPMI-8226 leukemia cells. hit rate 7.5% among 77,000
M14 – M14 melanoma; hit rate 6.2% among 80,000
EKVX – EKVX NSCLC; hit rate 3% among 71,000; AID 1794765
* marks the source's active call; other numbers are inactive results; / = no result given; & = joins results of further samples; ! = repeats disagree. How the source made its calls: active means growth percent below 10; inactive means the rest. Not a hit list; any-hit rate near 12%.

SMILES	HOP-62	HOP-92	CCRF-CEM	A549/ATCC	MOLT-4	RPMI-8226	M14	EKVX
O=C(/C=C/c1cccc(Cl)c1)c1cccc(OCCCCOc2cccc(C(=O)/C=C/c3cccc(Cl)c3)c2)c1	106.7	78.6	84.4	85.4	89.0	-26.8*	85.5	105.6
Cn1cc(-c2ccc3occ(-c4cccc(-c5ccncc5)c4)c3n2)cn1	13.9	50.6	10.9	17.7	13.2	0.0*	1.7*	30.7
CCOC(=O)C(CCC(C(=O)OCC)(C(=O)OCC)c1ccccc1)(C(=O)OCC)c1ccccc1	93.3	/	55.1	81.2	114.6	87.9	111.7	89.1
COc1ccc(Cc2nnc3sc(SCC(=O)c4ccc(Cl)cc4)nn23)cc1	92.5	68.0	87.8	98.7	92.2	91.3	/	/
COc1cc2ncnc(Nc3ccc(C(=O)/C=C/c4cc(OC)c(OC)c(OC)c4)cc3)c2cc1OC	112.8	78.3	63.4	78.2	59.1	28.0	107.0	82.9
CC(C)(C)n1cc(-c2ccnc(NCCCNS(=O)(=O)c3ccc(Br)cc3)c2)c(-c2cccc(F)c2)n1	100.1	80.0	69.1	69.5	63.0	58.6	84.7	61.3
Oc1ccc(/C=C/c2ccc(O)cc2)cc1	71.4	73.2	4.3*	60.7	74.9	12.8	65.0	76.5
C=CCN1C(=O)c2cccc3c(N4CCCC4)ccc(c23)C1=O	102.3	71.3	85.4	102.8	96.1	83.7	105.8	59.7
CC(=O)OC(Cc1ccccc1)(c1ccccc1)C(C)CN1CCN(C)CC1 (configuration not stated)	116.6	80.0	103.5	92.5	96.4	107.0	108.9	97.3
Nc1cc(O)cc(O)c1	88.1	93.4	114.0	106.5	104.5	109.3	100.0	97.1
c1ccc(CNc2ncnc3nc[nH]c23)cc1	95.9	102.5	97.4	100.4	100.1	98.3	105.7	107.1
O=C(CCCN1CCN(c2ccccn2)CC1)c1ccc(F)cc1	101.2&100.7	82.5&86.5	101.7&103.7	118.3&102.0	57.4&99.7	91.7&109.3	101.0&96.4	115.3&104.9
O=C(Nc1ccc(C(=O)/C=C/c2ccc(N3CCOCC3)cc2)cc1)Nc1ccc([N+](=O)[O-])cc1	105.3	120.1	84.4	81.3	66.2	77.0	109.8	112.2
CC(=O)O[C@H]1C(=O)[C@@]2(C)[C@H]([C@H](OC(=O)c3ccccc3)[C@]3(O)C[C@H](OC(=O)[C@H](O)[C@@H](NC(=O)c4ccccc4)c4ccccc4)C(C)=C1C3(C)C)[C@]1(OC(C)=O)CO[C@@H]1C[C@@H]2O	6.9*!	37.4	5.2*	29.9&47.3	22.8	8.8*	24.5&24.9	41.5&47.1
O=C(Nc1cccc2cccnc12)c1cc(C(=O)c2ccc(Br)cc2)n2ccccc12	100.9	97.0	107.6	99.5	116.3	100.2	71.9	106.5
COc1ccc(Cn2cc(C(=O)N=Nc3c(O)[nH]c4ccc(Br)cc34)nn2)cc1	111.1	113.7	92.5	95.1	80.6	100.4	111.1	105.8

Compound profiles, as listed above. Values in the order: HOP-62, HOP-92, CCRF-CEM, A549/ATCC, MOLT-4, RPMI-8226, M14, EKVX
Nc1cc(O)cc(O)c1 as listed: 88.1, 93.4, 114.0, 106.5, 104.5, 109.3, 100.0, 97.1
CC(=O)OC(Cc1ccccc1)(c1ccccc1)C(C)CN1CCN(C)CC1 (configuration not stated) as listed: 116.6, 80.0, 103.5, 92.5, 96.4, 107.0, 108.9, 97.3
CC(=O)O[C@H]1C(=O)[C@@]2(C)[C@H]([C@H](OC(=O)c3ccccc3)[C@]3(O)C[C@H](OC(=O)[C@H](O)[C@@H](NC(=O)c4ccccc4)c4ccccc4)C(C)=C1C3(C)C)[C@]1(OC(C)=O)CO[C@@H]1C[C@@H]2O as listed: 6.9*!, 37.4, 5.2*, 29.9&47.3, 22.8, 8.8*, 24.5&24.9, 41.5&47.1
O=C(Nc1ccc(C(=O)/C=C/c2ccc(N3CCOCC3)cc2)cc1)Nc1ccc([N+](=O)[O-])cc1 as listed: 105.3, 120.1, 84.4, 81.3, 66.2, 77.0, 109.8, 112.2

Next part:
SMILES	HOP-62	HOP-92	CCRF-CEM	A549/ATCC	MOLT-4	RPMI-8226	M14	EKVX
CCCO/N=C/c1cccc(C)n1	106.5	98.8	116.3	97.1	109.7	115.8	111.1	110.3
Nc1ncnc2c1ncn2C1(CO)OCC(O)C(O)C1O (configuration not stated)	91.4	112.9	100.9	96.7	105.1	103.7	97.0	100.4
O=C1NC(=Nc2ccc(Cl)cc2)S/C1=C\c1cccs1	103.8	97.3	91.3	98.6	101.4	/	98.0	96.2
CCOn1nnc2c(Cl)c3[nH]ccc(=O)c3cc21	102.5	106.3	102.3	123.2	85.3	123.1	121.5	100.0
O=C(O)c1cccc([N+](=O)[O-])c1-c1c(C(=O)O)cccc1[N+](=O)[O-]	107.1	94.5	103.2	102.9	98.0	107.4	100.9	95.0
COc1cc(/C=C2\C(=O)Nc3cc(Cl)ccc32)ccc1OCc1ccc(Cl)cc1	95.5	84.7	96.6	105.9	93.7	88.1	/	75.2
COc1cccc(Sc2ccc([N+](=O)[O-])c3no[n+]([O-])c23)c1	102.6	3.9*	-19.5*	84.0	0.7*	7.0*	72.1	91.9
O=S(=O)(Nc1cccc(S(=O)(=O)N2CCCCC2)c1)c1ccc(Cl)cc1	105.7	99.0	81.1	104.0	56.4	74.2	112.8	100.7
C=C[C@@]12CN3CC[C@]1(O)[C@@](C(=O)OC)(CO2)c1[nH]c2ccccc2c1C3	99.5	54.9	55.3	87.6	76.7	46.9	64.4	53.5
CCCCn1c(C)nc2cc(Nc3nc(N4CCOCC4)nc4nc[nH]c34)ccc21	75.7	18.6	69.7	81.5	69.3	62.1	96.9	90.9
CCOC(=O)CCC(=O)OCC	/	92.7	102.4	102.0	106.6	111.3	109.8	112.3
CC(O)c1ncc(/C=C2\SC(=S)N(CCC(=O)O)C2=O)s1 (configuration not stated)	105.1	112.0	98.0	86.2	83.3	99.4	100.2	105.6
CC(=O)N1Cc2cc(C)c(C)cc2C(C)Cc2cc(Cl)ccc21 (configuration not stated)	109.1	87.3	96.4	91.1	87.6	85.2	97.2	90.8
CC/C=C(\C)C(C#N)(CC)C(=O)OCC (configuration not stated)	97.4	88.0	98.0	105.9	96.3	100.5	109.0	127.3
COc1cc(/C=C2\S/C(=N/c3nc(C)c(C(C)=O)s3)NC2=O)ccc1O	70.2	74.6	98.8	81.5	95.5	104.3	94.3	81.1
NCCCNc1nc2ccccc2c2c(=O)c3cc(OC(F)(F)F)ccc3sc12	51.6	17.3	-2.6*	-43.3*	-39.5*	/	-26.4*	67.9
CC(=N/O)/C(C)=N\O	102.8	/	96.5	97.8	102.7	105.9	113.2	/
O=S(=O)(Cl)Cc1ccc(Cl)cc1	92.3	85.1	97.2	83.0	/	97.5	96.4	91.1
O=C(NCc1ccccc1)NS(=O)(=O)c1ccc(N2N=C(c3cc4ccccc4oc3=O)CC2c2cccs2)cc1 (configuration not stated)	93.6	94.2	107.8	99.3	106.3	104.7	98.8	/
O=C1NC(=O)C(c2ccccc2)O1 (configuration not stated)	103.6	104.2	101.2	100.3	98.3	99.5	100.4	/
C/C=C/C(=O)OCc1ccccc1	99.5	/	/	103.4	104.6	/	107.8	110.6
COc1ccc(OC)nn1	105.9	96.2	112.4	97.4	100.8	104.5	101.7	117.7
COc1cc(CNC(=O)/C=C/c2ccccc2)ccc1O	96.3	94.7	91.0	101.3	99.0	99.7	103.6	93.2
COc1cc(N2C(=O)[C@H](c3ccccc3)C2c2ccc(SC)cc2)cc(OC)c1OC (some centres not stated)	20.7	-0.3*	5.2*	4.4*	2.9*	-9.2*	5.1*	33.7
CCCCCC/C=C\CCCCCCCCOc1ccc(CCOP(=O)(O)OCC[N+](C)(C)C)cc1	72.8	60.7	/	79.0	54.1	23.8	88.1	95.3
COc1ccc(OC)c(/C=C/c2nc3ccccc3c(=O)n2-c2ccc(C#Cc3ccc4cc(OC)ccc4c3)cc2C)c1	107.5	98.9	106.3	104.0	84.8	83.6	103.8	106.4
N#Cc1c(-c2ccc(F)cc2)n2c(nc1=O)SC(=O)C2	110.6	97.1	98.4	/	114.5	97.3	104.7	103.5
O=c1c(/C=c2\sc3nc4ccccc4n3c2=O)coc2ccccc12	87.8	102.1	109.4	89.4	104.0	106.2	96.6	98.7
Cc1cc(C)c(F)c(C)c1N	111.0	97.9	107.8	98.9	101.9	108.4	104.2	102.4
CCOC(=O)C1=C(N)N(c2ccc(Cl)cc2)C2=C(C(=O)CC(C)(C)C2)C1c1ccccn1 (configuration not stated)	142.1	98.5	102.7	98.4	/	104.3	95.6	84.8
O=C(CCCCC(=O)OCC1CCCO1)OCC1CCCO1 (configuration not stated)	97.9	/	114.7	97.7	108.8	112.1	106.6	98.0
CCN(CC)C(=O)/C=C/c1ccccc1	99.1	95.4	97.4	101.9	136.6	106.7	108.5	95.7

The list goes on, starting with the last 2 of the part before.
SMILES	HOP-62	HOP-92	CCRF-CEM	A549/ATCC	MOLT-4	RPMI-8226	M14	EKVX
O=C(CCCCC(=O)OCC1CCCO1)OCC1CCCO1 (configuration not stated)	97.9	/	114.7	97.7	108.8	112.1	106.6	98.0
CCN(CC)C(=O)/C=C/c1ccccc1	99.1	95.4	97.4	101.9	136.6	106.7	108.5	95.7
CCN(CCO)CC(O)Cn1cnc2c(N)ncnc21 (configuration not stated)	103.8	107.2	99.8	100.4	111.0	104.0	107.9	97.1
Cc1cccc2c3c(sc12)C(c1ccc(Cl)cc1)C(C#N)=C(N)O3 (configuration not stated)	38.7	89.7	13.2	30.1	11.9	/	9.7*	44.5
COc1ccc(/C=c2/nc3n(-c4ccccc4)c4nc5c(n4n-3c2=O)C(=N)C(=S)N5)cc1	89.5	92.4	110.3	94.5	101.2	109.7	105.5	94.5
Clc1ccc(/C=C(/C2=NCCN2)n2ccc3ccccc32)cc1	81.8	37.1	74.4	87.6	48.9	87.5	72.8	85.0
O=C(O)c1ccc(C(=O)O)c(C(=O)c2ccc(NC(=O)c3ccccc3)cc2)c1	103.2	/	96.1	94.0	97.5	116.3	106.6	103.8
O=[N+]([O-])c1ccccc1Nc1cccc2ccccc12	80.6	80.8	/	80.7	72.3	78.6	93.9	85.5
S=C(c1cccs1)N1CCN(c2cccc(Cl)c2)CC1	102.1	81.7	87.9	87.6	92.5	86.3	99.4	114.6
Cc1ccc(C(=O)C[n+]2cn(CC(=O)Nc3cccc4cccnc34)c3ccccc32)cc1	96.9	67.4	95.1	101.8	92.5	55.5	101.9	95.6
c1ccc(CSCc2ccccc2)cc1	95.0	112.1	103.6	100.8	83.3	102.6	99.4	94.3
COc1ccc(-c2cc(-c3cc(OC)c(OC)c(OC)c3)c(C#N)c(=O)n2CCCCCC(=O)NO)cc1	101.6	88.5	85.7	87.2	96.6	72.8	99.5	91.3
CN1CCc2c(c3ccccc3c3ccccc23)C1	45.8	/	-38.4*	/	6.1*	50.8	56.2	/
O=C1Nc2cnc(Cl)nc2Nc2ccc(Cl)cc21	99.0	80.6	/	96.9	93.5	91.7	117.2	/
Cn1c(=O)cc(Cl)c2ccccc21	93.1	88.9	77.0	97.3	101.0	90.8	101.6	75.2
Cc1nn(-c2ccccc2)c2nc3nc4c(c(N)c3c(-c3ccc(Cl)cc3)c12)CCCC4	105.6	84.4	92.5	94.4	97.0	93.0	105.8	/
CCCc1cc2c(cc1NC(=O)Cc1ccccc1)OCO2	104.2	84.6	98.3	107.9	92.8	/	118.7	100.4
Cn1c(=O)c(C#N)c(-c2ccco2)n2c(S(=O)(=O)Cc3ccccc3)nnc12	103.8	92.8	77.4	92.8	102.5	80.4	57.6	99.7
COc1cc(Cl)c(C)cc1NC(=O)CC(C)=O	94.5	96.9	103.5	103.0	104.5	106.7	99.6	82.4
O=C1Nc2ccc(F)cc2/C1=N/c1n[nH]c(=S)s1	90.2	97.6	96.8	80.8	104.6	100.9	97.2	100.0
c1ccc(CP(Cc2ccccc2)c2ccccc2)cc1	99.4	/	89.5	97.0	92.5	92.7	95.4	/
O=C(O)c1ccccc1C(=O)Nc1cccc(Cl)c1	97.9	102.7	104.9	96.4	98.1	103.0	97.5	104.7
COc1ccc(C2C=C(c3ccc(Cl)cc3)N=C3SC=CN32)c(Br)c1 (configuration not stated)	87.3	76.2	71.7	56.8	53.1	52.3	78.6	/
C#CC(O)(c1ccc(Cl)cc1)c1ccc(Cl)cc1	119.5&102.7	86.8	92.4&103.0	92.1&88.4	89.3&109.2	94.5&100.6	116.3&99.3	101.7&87.8
CCN(CC)CCCNc1ccnc2cc3ccccc3cc12	-9.4*	55.6	91.1	46.6	87.3	74.2	81.9	/
NS(=O)(=O)N(c1cc(C(F)(F)F)cc(C(F)(F)F)c1)C1CCN(Cc2ccc(F)cc2)CC1	77.3	34.9	64.0	66.5	39.0	28.1	46.6	72.2
CCCC(OC(=O)CCl)C(CC)COC(=O)CCl (configuration not stated)	109.1	94.8	/	99.0	103.1	108.8	95.8	104.8
Cc1cccc(C)c1[C@H]1C[C@@](C)(O)[C@H]2CC[C@H](C)C[C@H]2O1	98.4	113.0	105.6	104.9	97.2	100.4	102.4	101.7
NC1=NC(c2ccco2)N=C(Nc2nn[nH]n2)N1 (configuration not stated)	108.7	97.2	103.2	99.3	106.5	94.6	101.6	94.5
CCOC1CC(C#N)(C#N)C1(C#N)C#N (configuration not stated)	102.3	103.7	105.4	94.7	106.4	100.5	104.9	104.2
CCc1c(C)c2cc3c(c(C)c2oc1=O)OCC(=O)N3	73.5	50.7	84.3	47.0	80.7	90.9	88.8	35.9
CN(CCC(=O)c1ccc(Cl)cc1)Cc1ccccc1	107.2	101.3	103.1	109.7	110.8	83.4	103.5	107.7

Source: PubChem
